# Screening data deposited in PubChem by National Center for Advancing Translational Sciences (NCATS).
# Lipid storage S3 – qHTS Assay for Lipid Storage Modulators in Drosophila S3 Cells; Drosophila S3 cells, BODIPY lipid droplet fluorescence, 18-24 h; cells fed with added oleic acid; lipid storage change, negative = inhibition, % at the top dose, mostly 46.1 µM; hits show Potency in µM; 320,000 compounds, 0.64% hits; AID 2685; active means well fitted inhibition curve with a large enough effect in the signal ratio, with a control signal flat, not every such curve was filed as active; inconclusive means small, poorly fitted or top-dose-only effect, or effect the other way, or a change in a side signal; the % refers to the signal ratio
#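 Drosophila S3 cells loaded with oleic acid (400 uM, as added) and compounds at several concentrations; lipid droplets imaged by 488-nm laser-scanning cytometry, 500–530 nm intensity and object ratio to cell channel. Percent activity normalized to 20 uM Triacsin C.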
# Lipid storage S3 cell count max – further read-out of Lipid storage S3, marked with its call; cell number change, %; measured here: cell count max response;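 cells counted by Cell Tracker Red CMTPX staining in the red channel; peak over a dose series mostly up to 46.1 µM; percent activity relative to internal control wells on each plate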
# * marks the source's active call; other numbers are inactive results; i = inactive; ? = inconclusive; / = not tested or not shown. On the % scale 0 is the no-effect control and ±100 the full control effect; potency means the concentration at half of the fitted maximal effect. Some of the compounds tested; the hit share may differ from the screen's.
# Under each structure – Lipid storage S3 | Lipid storage S3 cell count max
CCS(=O)(=O)N1CCC(C(=O)NCc2ccc(OC)cc2)CC1
  -0.5% | 17.7
CCn1cc(C(=O)NCCCOC(C)C)c(=O)c2cc(S(=O)(=O)N3CCCC3)ccc21
  i | 15.6
O=C1c2ccc3c4c(ccc(c24)C(=O)N1c1ccc(O)cc1)C(=O)N(c1ccc(O)cc1)C3=O
  -17.2% | 4.0
CC(=O)c1c(C)oc2ccc(N(C(=O)c3ccncc3)S(=O)(=O)c3ccccc3)cc12
  ? | /
C=CCNC(=O)C(=O)N/N=C/c1ccco1
  -0.6% | 2.1
COc1ccc(OC)c(NC(=O)c2cc(-c3cc(C)c(C)cc3O)n[nH]2)c1
  ? | /
CSCCC(NC(=O)c1ccccc1)C(=O)OCC(=O)c1ccc[nH]1 (stereo not given)
  i | 6.1
COCCCNC(=O)/C=C/c1cccc(Cl)c1
  ? | /
Cc1[nH]c(-c2ccco2)nc1C(=O)O
  -3.0% | 16.3
O=C(O)/C=C/C(=O)NCc1csc2ccccc12
  -4.9% | 0.8
CCOc1ccc(NC(=O)CSc2nnc(C3CC3)n2C)cc1
  0.0% | 16.0
Cc1cc(OCc2cc(C(=O)N(C)C3CCOCC3)no2)cc(C)c1Cl
  ? | /
COc1ccc(N2CCN(C(=O)CSc3nnnn3-c3ccc4c(c3)OCCO4)CC2)cc1
  15.0% | -20.3
O=C(NCc1cccs1)C1CCCN1C(=O)Nc1ccccc1Cl (stereo not given)
  ? | /
CC1(C)CC(=O)C(CC(=O)NC(=O)NCc2ccccc2)=C(O)C1
  0.1% | 9.3
O=C(CN1C(=O)NC2(CCCC2)C1=O)NCCN1C(=O)S/C(=C\c2ccccc2F)C1=O
  ? | /
COc1ccccc1NC(=O)c1ccccc1-c1nc(-c2ccccc2OC)no1
  ? | /
CCN(CC(=O)NCCc1ccc(F)cc1)Cc1nc2ccccc2c(=O)[nH]1
  9.9% | 4.6
NCCCC(=O)N1c2ccccc2Sc2ccccc21
  ? | /
CCCCCCC/C=N/Nc1nnc(Cc2ccccc2)c(=O)[nH]1
  0.1% | 5.4

# Record cards (already shown). Values in the order: Lipid storage S3	Lipid storage S3 cell count max
# `CCN(CC(=O)NCCc1ccc(F)cc1)Cc1nc2ccccc2c(=O)[nH]1` in the list: 9.9%	4.6
# `O=C(NCc1cccs1)C1CCCN1C(=O)Nc1ccccc1Cl` (stereo not given) in the list: ?	/
# `CCOc1ccc(NC(=O)CSc2nnc(C3CC3)n2C)cc1` in the list: 0.0%	16.0

# The listing continues:
# Under each structure – Lipid storage S3 | Lipid storage S3 cell count max
COc1cccc(/C=N/n2c(COc3ccccc3)n[nH]c2=S)c1OC
  ? | /
C/C(N)=C(/C#N)C(=O)CSc1nc2ccccc2c(=O)n1Cc1ccc(F)cc1
  ? | /
COc1ccc(S(=O)(=O)/C(C#N)=C/Nc2ccc(NC(C)=O)cc2)cc1
  ? | /
O=C1C(=O)N(CCCn2ccnc2)C(c2ccc(Cl)cc2)/C1=C(\O)c1ccc2c(c1)OCCO2 (stereo not given)
  8.0% | 11.6
CC(=O)[C@@]1(O)CC[C@H]2[C@@H]3C[C@H](C)C4=CC(=O)C=C[C@]4(C)[C@@]3(F)[C@@H](O)C[C@@]21C
  ? | /
COc1ccc(NS(=O)(=O)c2ccc(C)c(C(=O)N3CCC3)c2)cc1
  ? | /
Cc1cc(C)c(C2C(C#N)=C(N)Oc3n[nH]c(C)c32)cc1CN1CCOCC1 (stereo not given)
  ? | /
NS(=O)(=O)c1cc(C(=O)OCC(=O)N2CCc3ccccc3C2)ccc1Cl
  ? | /
COc1ccc(CN2CCCCC2c2cccnc2)c(OC)c1C (stereo not given)
  22.4% | 9.7
COCC(C)n1c(C)cc(C(=O)COc2ccc(C)nc2[N+](=O)[O-])c1C (stereo not given)
  5.1% | 4.4
COc1ccc(/C=N/NC(=O)c2ccccc2O)cc1COc1ccccn1
  ? | /
O=C(Nc1ccc2oc(-c3ccccc3F)nc2c1)c1ncn[nH]1
  ? | /
COc1ccc(N(CC(=O)Nc2ccc3c(c2)OCCO3)S(=O)(=O)c2cccnc2)cc1
  ? | /
COc1ccc(NC(=O)CSc2nnc(-c3cccs3)n2Cc2ccco2)cc1OC
  ? | /
O=C(c1cncs1)N1CCCC(CNS(=O)(=O)c2cccs2)C1 (stereo not given)
  ? | /
CN(C)c1ccccc1C(=O)N1CCCC(C(=O)c2ccc3ccccc3c2)C1 (stereo not given)
  -21.4% | -14.4
CC1(C)Cc2c(cnn2-c2ccccc2)C(NC(=O)CCc2ccncc2)C1 (stereo not given)
  ? | /
CCn1nc(C(=O)Nc2ccc(N3CCOCC3)cc2)c2ccccc2c1=O
  22.8% | /
Clc1ccc(-c2n[nH]c3c2CCCC3)cc1
  ? | /
Cc1nnc2sc(-c3csc4c3CCCC4)nn12
  ? | /
COc1ccc(CCNC(=O)C2CCN(C(=O)N(C)C)CC2)cc1OC
  i | /
COc1ccc(NC(=O)Cn2c(=O)oc3cc(S(=O)(=O)N4CCCC4)ccc32)c(OC)c1
  ? | /
O=C(O)c1cc2sccc2s1
  ? | /
COc1ccccc1-c1nnc(SCc2nc3ccccc3[nH]2)n1C
  ? | /
CCc1noc(C)c1C(=O)Nc1nc(-c2ccccc2)cs1
  ? | /
Cc1cc(C)c(NC(=O)C(C)(C)C)c(Cl)c1
  ? | /
COc1cc(C(=O)NCCOc2ccccc2)cc(OC)c1OC
  1.9% | -10.6
O=C(N/N=C/c1ccc(OC(=O)c2ccc(Br)cc2)cc1)c1ccncc1
  i | -11.8
Cc1c(Cl)cccc1NC(=S)N1CCN(c2ccc([N+](=O)[O-])cn2)CC1
  ? | /
COc1ccc(CN(CCO)CCO)cc1[N+](=O)[O-]
  ? | /
Cc1cccc(-n2c(C)nc3c(cnn3-c3ccc(F)cc3)c2=O)c1
  ? | /
COc1ccccc1NC(=O)C1=C(C)NC2=C(C(=O)CC(c3ccc(OC)c(OC)c3)C2)C1c1coc2ccccc2c1=O (stereo not given)
  ? | /
Fc1ccccc1NC(=S)Nc1cccnc1
  ? | /
Cc1ccc(NC(=O)CSc2ccc(Br)cc2)cc1S(=O)(=O)N1CCOCC1
  21.2% | 20.1
COc1ccc(C(=O)N2CCN(c3ccc(F)cc3)CC2)cc1S(=O)(=O)NC1CC1
  19.7% | 3.6
COc1ccccc1NC(=O)CSc1ccc(-c2ccco2)nn1
  ? | /
CCS(=O)(=O)Nc1ccc(C(=O)CC2(O)C(=O)Nc3ccccc32)cc1 (stereo not given)
  ? | /
O=C(Nc1cc(Cl)c(O)c(Cl)c1)C1CCCO1 (stereo not given)
  i | /
CC(=O)c1ccc(NC(=O)COC(=O)CCC(=O)c2cccs2)cc1
  1.2% | 1.5
Cc1nc(C)c(C(=O)N/N=C/c2c[nH]c3ccccc23)s1
  i | 17.5
O=C(c1ccco1)N1CCN(c2ncccn2)CC1
  ? | /
COCCNC(=O)c1ccc2c(c1)nc(C)n2-c1cccc(F)c1
  ? | /
Cn1cc(CC(=O)NCCCN2CCCC2=O)c2ccccc21
  ? | /
CCCn1cc(S(=O)(=O)CC(=O)Nc2ccc(OC)cc2OC)c2ccccc21
  1.5% | -14.9
CC(C)c1cc(C(N)=O)c(NC(=O)C2CCC2)s1
  ? | /
O=C(NCc1ccc2c(c1)OCO2)c1ccc(S(=O)(=O)C(F)F)cc1
  5.9% | 1.2
CCOCCN1CCN(C(=O)CN2CCCC2=O)CC1
  ? | /
CCOc1ccc(C2/C(=C(\O)c3ccc(OC)c(OC)c3)C(=O)C(=O)N2c2cc(C)on2)cc1OC (stereo not given)
  ? | /
Cc1ccc(CC(=O)N2CCC(c3nc4c(nnn4Cc4ccccc4)c(=O)[nH]3)CC2)cc1
  -0.5% | -9.4
c1ccc2c(c1)nc(N1CCCCC1)c1ccccc12
  -14.2% | -10.8

# (continued)
Molecule,Lipid storage S3,Lipid storage S3 cell count max
O=C(CSc1nnc2ccc(-c3cccnc3)nn12)Nc1cccc(F)c1,?,/
Cc1ccc(-n2ncc(Cl)c2C(=O)NC2CC2)cc1,18.9%,-1.0
O=C(CN1C(=O)NC2(CCCC2)C1=O)N1CCN(S(=O)(=O)c2ccc(Cl)c(C(F)(F)F)c2)CC1,?,/
CSC(=Nc1ccc(Cl)cc1)N[n+]1ccccc1,?,/
COc1ccc(NC(=O)CC23CC4CC(C2)CC(n2nnc(C)n2)(C4)C3)cc1,?,/
O=C1CC(SCCc2nc3ccccc3[nH]2)C(=O)N1c1ccc(F)cc1 (stereo not given),-4.9%,-2.9
CCc1cccc(NC(=O)C2CCCN(c3cnccn3)C2)c1 (stereo not given),?,/
N/C(=N\OC(=O)c1ccccc1Cl)c1ccncc1,-3.9%,3.2
O=C(NC1CCCC1)c1ccc(CSCc2ccccc2F)o1,?,/
CCCS(=O)(=O)N1CCCC(C(=O)NCc2cccnc2)C1 (stereo not given),?,/
O=C(/C=C/c1ccc(OCCCF)cc1)Nc1ccnc(-c2cccnc2)n1,?,/
Nc1nc(Cl)c(C=O)c(N2CCCCC2)n1,?,/
CC(C)Cc1cc(C(=O)N2CCCC(C(=O)c3cc(F)ccc3F)C2)no1 (stereo not given),?,/
S=c1[nH]nc(CSCc2ccccc2Cl)n1C1CCCCC1,13.8%,-9.7
Cc1ccc(NC(=O)C2CCCN2S(=O)(=O)c2ccc3c(c2)n(C)c(=O)c(=O)n3C)cc1 (stereo not given),?,/
COc1ccc(-c2cc(=O)oc3cc(OCC(=O)NCCN4CCOCC4)ccc23)cc1,?,/
CC(C)C1Oc2ccccc2N(CC(=O)N(Cc2ccncc2)Cc2ccco2)C1=O (stereo not given),0.3%,-0.8
Cc1nn(C(C)C(=O)NC2CCCCCC2)c(=O)c2nn(-c3ccccc3)c(C)c12 (stereo not given),?,/
CC1(C)CC(N=c2cc(-c3ccccc3)oc3ccc(Cl)cc23)CC(C)(C)N1,?,/
CCCOC(=O)Nc1nc2ccccc2o1,?,/
CC(C)Oc1ccc(C(=O)Nc2c3c(nn2C(C)(C)C)CS(=O)(=O)C3)cc1,-14.1%,/
Cc1noc(C)c1COc1ccccc1C(=O)N(C)CC(=O)Nc1ccc(Cl)c(Cl)c1,15.9%,18.8
COc1ccc(OCc2cc(C(=O)N3CCCC3)no2)c2ccccc12,35.9%,/
CCOc1ccc(N(CC(=O)Nc2ccccc2OC)S(C)(=O)=O)cc1,?,/
CCOC(=O)C1(Cc2cccc(OC)c2)CCCN(S(=O)(=O)N(C)C)C1 (stereo not given),?,/
O=C(NCc1cccc(F)c1)c1cccc(OC2CCN(C(=O)C3CC3)CC2)c1,i,-12.7
COC(=O)Cn1c(=O)c(C)nc2ccccc21,?,/
CCCCn1nc(C(=O)Nc2ccc(-n3cnnn3)cc2)c2ccccc2c1=O,?,/
COc1ccc(CCNC(=O)C(=O)NCC2CCCN2S(=O)(=O)c2cccs2)cc1 (stereo not given),?,/
CCOC(=O)c1c(NC(=O)c2ccc(S(=O)(=O)N3CCOCC3)cc2)sc2c1CCN(C)C2,?,/
CC1CCCC(NC(=O)COC(=O)c2c[nH]c(=O)[nH]c2=O)C1C (stereo not given),?,/
CN(NC(=O)c1ccccc1F)c1ncccc1[N+](=O)[O-],?,/
CCC1CCc2c(sc(NC(=O)C3c4ccccc4Oc4ccccc43)c2C(N)=O)C1 (stereo not given),0.4%,-0.1
CN(Cc1ccccc1)C(=O)COc1ccccc1,7.0%,0.4
Cc1nc(N/N=C\c2ccc3c(c2)OCO3)sc1C,?,/
CCOc1ccc(CNC(=S)N/N=C/c2ccncc2)cc1,-4.2%,-17.9
CC(CCc1ccccc1)NC(=O)Cc1ccccc1 (stereo not given),8.9%,-17.7
Cc1ccc(NC(=O)c2sc3ncn(CC(=O)N4CCN(c5ccccn5)CC4)c(=O)c3c2C)cc1Cl,i,-14.8
CCOC(=O)c1c(C)oc2ccc(OCC(=O)C(C)(C)C)cc12,?,/
COc1cccc(N2CCN(Cc3ccsc3)CC2)c1,?,/
O=C(CCCCCCC(=O)c1ccccc1)c1ccccc1,10.4%,24.0
CCN1CCCC(OC(=O)Nc2ccccc2)C1 (stereo not given),-11.5%,-14.2
Cc1ccc(-n2c(C)cc(/C=N/Nc3ccc([N+](=O)[O-])cn3)c2C)c(C)c1,?,/
O=C(CNCc1ccc(F)cc1)Nc1ccc(S(=O)(=O)N2CCOCC2)cc1,i,-11.2
COc1ccc(/C=C(/NC(=O)/C=C/c2ccccc2)C(=O)N2CCOCC2)cc1,10.7%,22.1
CCc1nc2sc3c(Cl)ncnc3c2c2c1CCCC2,3.8%,/
CC(C)N1C(=O)CCC1C(=O)NCc1ccc(F)cc1Cl (stereo not given),?,/
Cc1ccc2c(c1)c1ncn(CCC3=CCCCC3)c(=O)c1n2C,?,/
CCOc1ccc(Nc2nc(N3CCCC3)nc(N3CCN(c4ccc(OC)cc4)CC3)n2)cc1,1.4%,23.8
CCOC(=O)C1CCN(C(=O)CCc2c(C)nc3ncnn3c2C)CC1,?,/

# Grouped by structure: the compounds so far containing a nitro group on carbon
Molecule,Lipid storage S3,Lipid storage S3 cell count max
COCC(C)n1c(C)cc(C(=O)COc2ccc(C)nc2[N+](=O)[O-])c1C (stereo not given),5.1%,4.4
Cc1c(Cl)cccc1NC(=S)N1CCN(c2ccc([N+](=O)[O-])cn2)CC1,?,/
COc1ccc(CN(CCO)CCO)cc1[N+](=O)[O-],?,/
CN(NC(=O)c1ccccc1F)c1ncccc1[N+](=O)[O-],?,/
Cc1ccc(-n2c(C)cc(/C=N/Nc3ccc([N+](=O)[O-])cn3)c2C)c(C)c1,?,/
